# High-throughput results as filed in PubChem BioAssay.
# KB-3-1 tox – qHTS assay for MDR1-selective chemotherapeutics: Primary screen using the parental adenocarcinoma cell KB-3-1; KB-3-1 viability, CellTiter-Glo ATP luminescence, 72 h; Potency, µM (highest dose often 46.1 µM), without a hit: at the top dose activity change, negative = cytotoxic, most hits filed as cytotoxic; 400,000 compounds, 1.4% hits; further: on the % scale 0 is the no-effect control and ±100 the full control effect; nearly all actives have a fitted effect of over 60% in size
#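 Parental KB-3-1 viability, qHTS format: 72 h compound exposure, 37 °C; CellTiter-Glo; media-only wells and DMSO plates as controls; concentration-effect fits on corrected data.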
# HT1080 IDH1KD tx – qHTS for induction of synthetic lethality in tumor cells producing 2HG: qHTS for the HT-1080-IDH1KD cell line; 360,000 compounds, 2% hits; AID 686971, 2013; HT-1080 IDH1 knockdown viability, ATP luminescence, 48 h; Potency, µM (top dose mostly 46.1 µM), for inactives: at the top dose activity, negative = toxicity, actives largely listed as cytotoxic;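 further: 0% = DMSO wells and -100% = cell-free medium wells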
#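 Luminescent ATP read-out (CellTiter-Glo, 10 min at room temperature) after 48 h compound exposure at 37 °C gave viability of IDH1-knockdown HT-1080 cells. Activity was normalised to DMSO and cell-free wells, then fitted as concentration-response curves.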
# GLP-1R inv ag – qHTS of GLP-1 Receptor Inverse Agonists (Inhibition Mode). Glucagon-like peptide 1 receptor (Homo sapiens), P43220. HEK293 GLP-1R CRE-luciferase, luminescence, 24 h; GLP-1R form is constitutively active. Potency, µM (titrated, usually from 38.3 µM), for inactives: top-dose activity change, negative = inhibition, hits mostly inhibitors. 410,000 compounds, 1.6% hits. AID 624417, 2012; further: on the % scale 0 is the no-effect control and ±100 the full control effect; nearly all actives have a fitted effect of over 55% in size
# Target sequence (P43220 whole entry, looked up): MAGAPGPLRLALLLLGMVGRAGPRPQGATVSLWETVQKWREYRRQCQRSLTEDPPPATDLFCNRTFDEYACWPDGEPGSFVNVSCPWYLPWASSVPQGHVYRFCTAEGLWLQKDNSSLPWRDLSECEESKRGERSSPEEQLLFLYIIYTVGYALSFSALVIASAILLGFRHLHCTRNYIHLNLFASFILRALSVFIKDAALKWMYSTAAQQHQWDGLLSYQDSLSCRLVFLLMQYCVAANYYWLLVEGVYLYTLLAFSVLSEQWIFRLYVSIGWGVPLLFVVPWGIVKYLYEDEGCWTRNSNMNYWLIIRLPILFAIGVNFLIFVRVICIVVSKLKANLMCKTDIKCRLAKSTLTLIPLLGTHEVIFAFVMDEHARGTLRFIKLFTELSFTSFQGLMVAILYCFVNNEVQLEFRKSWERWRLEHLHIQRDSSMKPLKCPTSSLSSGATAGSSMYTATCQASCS
#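 GLP-1R inverse agonism mode: basal reporter luminescence in engineered HEK293 cells measured after one day of compound exposure at 37 deg C, with a 12 min room-temperature detection step.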
# SW480 rereplic – A quantitative high throughput screen for small molecules that induce DNA re-replication in SW480 colon adenocarcinoma cells | 340,000 compounds, 1.8% hits | SW480 DNA re-replication, Hoechst DNA content imaging, 48 h | Potency, µM (highest dose often 46.1 µM), for the others: at the highest dose re-replication activation, hits mostly activators; further: % of control where 0% means no effect; nearly all actives have a fitted effect of over 55% in size
#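 Image-based read-out: total Hoechst fluorescence of nuclei (405 nm excitation, 500-530 nm emission), with hits raising the fraction of high-intensity nuclei. SW480 colon cells incubated 48 hr with compounds at 37 C.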
# KB-V1 MDR tox – qHTS assay for MDR1-selective chemotherapeutics: Primary screen using the drug-selected MDR subline cells KB-V1. 400,000 compounds, 3.4% hits. KB-V1 MDR cells viability, CellTiter-Glo, 72 h. Potency, µM (doses to about 46.1 µM), inactives show at the highest dose activity change, negative = cytotoxicity, actives largely listed as cytotoxic; further: on the % scale 0 is the no-effect control and ±100 the full control effect; nearly all actives have a fitted effect of over 60% in size
#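 KB-V1 cells (P-gp-expressing MDR subline of KB-3-1) in phenol-red-free DMEM with 10% FBS were exposed to library compounds over a concentration series for 72 h at 37 degrees C. Viability read by CellTiter-Glo luminescence; concentration-effect curves fitted after normalization.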
# GLP1R ag – qHTS of GLP-1 Receptor Agonists; HEK293 GLP-1R CRE-luciferase, luminescence, 4-6 h; cells express a hypersensitive GLP-1R form; Glucagon-like peptide 1 receptor (Homo sapiens), P43220; Potency, µM (titrated, usually from 45.6 µM), inactives show at the highest dose activation, usual class: activators; 380,000 compounds, 0.007% hits; AID 624172, 2012; further: % of control where 0% means no effect
# TDP-43 yeast inh – qHTS of TDP-43 Inhibitors. TDP-43 expressing yeast growth rescue, BacTiter-Glo, 24 h. Potency, µM (series often up to 46.1 µM), without a hit: at the top dose growth rescue (activation), usual class: activators. 410,000 compounds, 1.8% hits; further: % of control where 0% means no effect; nearly all actives have a fitted effect of over 50% in size
#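 Luminescence from BacTiter-Glo reports growth of TDP-43-expressing yeast after 24 hr at 30 deg C with compound. Cells were raffinose-pregrown to mid-log, then seeded in galactose medium at OD600=0.02.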
# GLP1R cytotox – qHTS of GLP-1 Receptor Inverse Agonists: Cytotox Screen. HEK293 cAMP-luciferase reporter cells, luminescence, 24 h. AID 624418, 2012. 410,000 compounds, 0.13% hits. Potency, µM (top dose mostly 38.3 µM), for the others: at the highest dose activity change, negative = inhibition, usual class: inhibitors;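 further: loss of luciferase light is scored as toxicity; on the % scale 0 is the no-effect control and ±100 the full control effect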
#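 To flag toxic compounds, the library was rerun on cells for 24 hr at 37 deg C and 5% CO2. Viability-linked luminescence was captured 12 min after adding luciferase detection reagent.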
# HT1080NT lethal – qHTS for induction of synthetic lethality in tumor cells producing 2HG: qHTS for the HT-1080-NT fibrosarcoma cell line; 360,000 compounds, 1.6% hits; Potency, µM (series often up to 46.1 µM), inactives show top-dose activity, negative = less viability, hits mostly cytotoxic; HT-1080-NT fibrosarcoma viability, CellTiter-Glo ATP luminescence, 48 h;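 further: NT is the 2HG producing partner of a matched IDH1 knockdown line; 0% = DMSO-treated cells and -100% = media-only wells without cells; nearly all actives have a fitted effect of over 55% in size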
#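 Fibrosarcoma NT cells, 750 per well in 5% FBS RPMI, were exposed to compound for 48 hours. Viability: CellTiter-Glo luminescence.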
# The depositor's hits bear a star; ? = inconclusive; . = not tested or not shown; [ ] = another dose, or the depositor's remark. The call rests on the fitted dose curve; in most records, active means well fitted curve in the direction sought with a large enough effect; inconclusive means small, poorly fitted or top-dose-only effect, or another doubt; inactive means no such curve, though single readings can be large; an effect the other way counts as inactive or inconclusive. Potency means the concentration at half of the fitted maximal effect.
SMILES,KB-3-1 tox,HT1080 IDH1KD tx,GLP-1R inv ag,SW480 rereplic,KB-V1 MDR tox,GLP1R ag,TDP-43 yeast inh,GLP1R cytotox,HT1080NT lethal
O=C(CSc1nnc(Cc2ccccc2)o1)N1CCCc2ccccc21,0%,10%[9.24 µM],-23%,-1%,-18%,-2%,23%,17%,-8%
COc1ccc(NC(=O)n2ncc3c(C)cccc32)cc1,?,-12%,?,?,-10%,-5%,21%,1%,-8%
O=C(Cn1c(=O)n2ncnc2c2c3c(sc21)CCCC3)c1ccccc1,-25%,-2%,5%,-13%,-16%,0%,-8%,-11%,4%
CCC1(CC)NC(=O)N(CC(=O)N2N=C(c3ccc(Cl)cc3)CC2c2ccco2)C1=O (stereo not given),19%,-15%,?,?,?,24%,-36%[inhibitor],-3%,-4%
O=C(C1CCN(S(=O)(=O)c2cccs2)CC1)N1CCN(c2ccccc2F)CC1,-24%,.,-4%,.,5%,.,-1%,2%,.
CCOC(=O)c1ccc(NC(=O)CN(Cc2ccc(C)cc2)S(=O)(=O)c2ccc(C)cc2)cc1,-13%,.,-6%,.,-10%,.,3%,2%,.
O=C(Nc1ccncc1)c1cc2ccccc2o1,-24%,-12%,45%[activator],-7%,-7%,0%,-3%,3%,-7%
c1ccc(OCc2nn3c(Cn4nnc5ccccc54)nnc3s2)cc1,-5%,-8%,-1%,-3%,-21%,-9%,23%,4%,-4%
C[C@H](CO)N1C[C@H](C)[C@@H](CN(C)S(=O)(=O)c2ccc(F)cc2)Oc2ccc(NC(=O)CCN3CCOCC3)cc2C1=O,16%,7%,14%,?,-4%,-4%,-2%,3%,-1%
C=CCOC1=CS(=O)(=O)N(Cc2ccc(Br)cc2)c2ccc(Br)cc21,-30%,3%,?,-6%,?,-3%,6%,2%,-3%
[2H]C(CCOS(N)(=O)=O)c1ccc(C(C)(C)C)cc1 (stereo not given),-7%,-4%,-27%,-11%,5%,8%,?,0%,-2%
COc1ccc(C(=O)N2CCCCC2c2cc(C(=O)NCc3cccnc3)no2)cc1 (stereo not given),0%,6%,-17%,.,-13%,0%,20%,-5%,11%
Cn1cnc2c(oc3ccccc32)c1=O,-2%,6%,6%,-41%[inhibitor],2%,4%,-6%,3%,10%
CN(C)CCCC1(O)c2ccccc2CCc2ccccc21,0%,5%,?,-7%,5%,1%,9%,-1%,-16%
CCN1C(=NCCc2ccc([N+](=O)[O-])cc2)N[C@@H](c2ccccc2)[C@H](C(=O)OC)[C@H]1C,3%,0%,5%,-2%,10%,3%,15%,21%,-10%
Cc1cc(C(=O)N/N=C/c2ccc[nH]2)no1,4%,0%,9%,-4%,23%,1%,22%,-22%,2%
Cc1ccc(CC#N)c(-c2c(CC#N)ccc(C)c2C)c1C,-13%,0%,?,.,?,13%,14%,6%,2%
Cc1ccc(-c2nc3ccc(Cl)cn3c2Nc2ccc3c(c2)OCCO3)s1,-1%,.,-11%,.,0%,14%,-4%,-8%,.
Cc1ccc(-c2nn(-c3ccccc3)cc2C(=O)NCC2CCCO2)cc1 (stereo not given),?,-4%,?,3%,?,-2%,-1%,5%,-1%
COc1ccccc1CNC(=O)C1CCC(CNS(=O)(=O)c2ccc(NC(C)=O)cc2)CC1 (stereo not given),13%,4%,38%[activator],-19%,?,5%,6%,0%,-4%
CCOc1ccc(CCNC(=O)c2cc(C)on2)cc1OCC,4%,10%,34%[activator],2%,12%,5%,27%,-3%,2%
Cc1ccc(COc2ccc(C)nc2[N+](=O)[O-])cc1,4%,1%,-8%,-7%,-1%,18%,?,-2%,1%
CCOC(=O)N1CCN(CC(O)COc2ccc3c(c2)CCC3)CC1 (stereo not given),-14%,4%,-23%,-6%,-5%,-4%,3%,-1%,1%
COc1cc(OC)c(NC(=O)C2CCN(S(=O)(=O)c3ccc4c(c3)CC(C)N4C(C)=O)CC2)cc1Cl (stereo not given),-14%,-3%,20%,26%,9%,11%,10%,7%,-3%
Cn1c(=N)n(CC(=O)C(C)(C)C)c2ccccc21,-7%,-1%,?,11%,-12%,?,-8%,?,-1%
CCCCCNC(=O)C(c1ccccc1F)n1c(=O)c(-c2ccco2)nc2ccccc21 (stereo not given),-12%,5%,12%,.,-23%,.,28%,21%,-1%
CCCN1CCN(CCCNC(=O)CN2C(=O)c3cccnc3Oc3ccc(Cl)cc32)CC1,-22%,-4%,0%,-1%,-24%,-5%,-27%,-1%,20%
c1ccc(C2Nc3cccc4cccc(c34)N2)cc1,-27%,4%,-11%,-7%,11%,5%,0%,9%,1%
Cc1ccc(S(=O)(=O)N2CCC(C(=O)N3Cc4ccccc4C3)CC2)cc1,-6%,-4%,0%,9%[9.22 µM],-19%,-11%,-12%,-3%,-8%
COc1ccc(/C(C)=N/OCC(=O)N=Nc2c(O)[nH]c3ccc(Br)cc23)cc1,30%,?,9%,-2%,0%,1%,7%,7%,22%

# Next section (five carried over from the part before).
SMILES,KB-3-1 tox,HT1080 IDH1KD tx,GLP-1R inv ag,SW480 rereplic,KB-V1 MDR tox,GLP1R ag,TDP-43 yeast inh,GLP1R cytotox,HT1080NT lethal
CCCCCNC(=O)C(c1ccccc1F)n1c(=O)c(-c2ccco2)nc2ccccc21 (stereo not given),-12%,5%,12%,.,-23%,.,28%,21%,-1%
CCCN1CCN(CCCNC(=O)CN2C(=O)c3cccnc3Oc3ccc(Cl)cc32)CC1,-22%,-4%,0%,-1%,-24%,-5%,-27%,-1%,20%
c1ccc(C2Nc3cccc4cccc(c34)N2)cc1,-27%,4%,-11%,-7%,11%,5%,0%,9%,1%
Cc1ccc(S(=O)(=O)N2CCC(C(=O)N3Cc4ccccc4C3)CC2)cc1,-6%,-4%,0%,9%[9.22 µM],-19%,-11%,-12%,-3%,-8%
COc1ccc(/C(C)=N/OCC(=O)N=Nc2c(O)[nH]c3ccc(Br)cc23)cc1,30%,?,9%,-2%,0%,1%,7%,7%,22%
CC1Cc2ccccc2N1C(=O)CSc1nnc(-c2ccc(S(=O)(=O)N3CCCC3)cc2)o1 (stereo not given),0%,1%,16%,1%,2.1µM*,-13%,10%,2%,2%
Cc1cc(C)c(S(=O)(=O)n2c([N+](=O)[O-])cnc2C)cc1C,2%,20%,14%,0%,-16%,-30%[inhibitor],15%,-1%,25%
COC(=O)COc1ccc2oc(=O)cc(-c3cc4cccc(OC)c4o3)c2c1,-9%,18%,3%,0%,?,-3%,2%,-2%,16%
CC1=Nc2ncnn2C(c2ccccc2)/C1=N\O (stereo not given),20%,11%,7%,1%,-10%,-2%,-13%,8%,-1%
CCSc1nc2ccccc2n1CC(=O)N1CCCCC1,10%,11%,-20%,-4%,?,-6%,-10%,-19%,23%
COC(=O)c1cccc(S(=O)(=O)N2CCC(NC(=O)Nc3cccc(F)c3)CC2)c1,-5%,0%,-10%,0%,-15%,-11%,-15%,0%,1%
CCCCN(C)CCN1C(=O)C2C(C(=O)Nc3ccc(C)cc3)C3C=CC2(O3)C1C(=O)NC1CCCCC1 (stereo not given),-2%,-4%,?,6%,-8%,1%,-14%,-20%,-4%
CC1=C(C(=O)OCc2ccccc2)C(c2ccc(C(C)(C)C)cc2)NC(=O)N1CCCCCC(=O)O (stereo not given),5%,0%,17%,14%,3%,0%,14%,?,-2%
O=C1C2C3C=CC(C3)C2C(=O)N1Nc1c(Cl)cc(Cl)cc1Cl (stereo not given),-17%,-1%,-21%,-3%,2%,1%,18%,2%,6%
O=C(COC(=O)c1cccc(O)c1)c1ccccc1,-1%,19%,-10%,?,24%,-2%,6%,-6%,16%
CCOC(=O)c1ccc(OCC(=O)c2ccc(O)cc2O)cc1,-2%,2%,?,-7%,2%,0%,3%,-4%,-7%
CCOC(=O)c1ccccc1NS(=O)(=O)c1ccc(C)cc1,26µM*,?,?,?,?,-2%,-25%,-6%,-25%
Cc1ccc(OCCn2cc(Br)c(=O)[nH]c2=O)cc1,5%,-9%,27%,-10%,11%,8%,7%,-5%,6%
Cc1ccc(OC(C)C(=O)Nc2ccccc2C(=O)N2CCOCC2)cc1 (stereo not given),13%,-10%,31%[activator],-13%,-20%,2%,-15%,11%,7%
CC1=C(C(=O)OC(C)(C)C)C(c2cccs2)NC(=O)N1 (stereo not given),-7%,-4%,1%,-10%,?,1%,24%,65%[activator],-2%
CCn1c(C(=O)N2CCC(C(=O)NCCCOC)CC2)cc2sccc21,-4%,.,12%,.,-1%,.,6%,5%,.
CCOc1cc(N2CCOCC2)c(OCC)cc1NC(=O)c1ccc(C)cc1,-1%,-10%,?,-5%,?,10%,?,?,-6%
O=C1c2ccccc2C(O)(Cc2ccccc2)N1CCCN1CCOCC1 (stereo not given),-1%,6%,7%,-1%,-9%,-7%,-16%,-3%,0%
CCCCCCSc1ccc([C@H]2N[C@@](Cc3ccccc3)(C(=O)OC)[C@H]3C(=O)N(C)C(=O)[C@@H]23)cc1OC,7%,1%,4%,-2%,-15%,1%,13%,0%,0%
O=Cc1ccc(OCC(=O)N2CCOCC2)cc1,6%,13%,11%,-5%,14%,1%,-7%[9.22 µM],-1%,8%
COC(=O)C1CCN(S(=O)(=O)CCNC(=O)c2ccc(F)cc2)CC1,5%,-5%,6%,-90%[inhibitor],2%,5%,-44%[inhibitor],-7%,-8%
Cc1cccc(Cc2cnc(N3C(=N)SC(C)C3=O)s2)c1 (stereo not given),-16%,-22%,?,12%,?,7%,22µM*,?,-11%
